# PglD DTNB – PglD (C. jejuni) enzyme inhibition; inhibition, % at 12.5 µM; purified PglD enzyme, DTNB colorimetric CoA detection; AID 602405; actives 0.098% (n = 360,000); in the data active means inhibition above about 16%, passing the limit was not always enough; inconclusive means no clear call, values can overlap the other calls; further: strong numbers were not always called active
# DENV2 CPE rescue – protects cells from dengue virus 2 cytopathic effect | DENV2-infected cells, cytopathic effect rescue, plate reader | CPE inhibition, % at 9.99 µM | actives 1.7% (n = 350,000) | AID 651640; in the data active means CPE inhibition above about 20%, passing the limit was not always enough; inconclusive means no clear call, values can overlap the other calls; tested in BHK-21 cells;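 further: 0% = median of neutral control wells and 100% = median of positive control wells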
# Statin myotox sup – suppressors of simvastatin-induced myotoxicity in C2C12 myotubes; ATP luminescence, 48 h; scaled: DMSO 0, geranylgeraniol control 100; rescue of ATP level, % at 7.49 µM; actives 0.78% (n = 330,000); AID 602340;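 active means mean ATP rescue above about 67%, or every replicate alone reaching that limit, limit read from the data, passing the limit was not always enough; inconclusive means no clear call, values can overlap the other calls; inactive means mean under the limit and some replicate under it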;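 further: myotubes were challenged with 10 µM simvastatin during compound exposure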
# E-sel inducer – induces E-selectin expression in human endothelial cells. actives 0.37% (n = 260,000). HUVEC E-selectin immunofluorescence imaging; normalized: neutral wells 0, TNF-alpha wells 100. activation, % at 7.58 µM;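 active means mean E-selectin-positive cell signal at least 10% of the positive control, reached in at least 60% of replicates, without over 20% cell loss; inconclusive means no rule given, readout overlaps actives, possibly toxicity-flagged; inactive means the rest, including those meeting only one limit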;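 further: in these data hits start at about 27%; measured in HUVEC primary endothelial cells; signal is the percent of cells scored E-selectin positive by PE staining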
# Target sequence (P16581 whole entry, looked up): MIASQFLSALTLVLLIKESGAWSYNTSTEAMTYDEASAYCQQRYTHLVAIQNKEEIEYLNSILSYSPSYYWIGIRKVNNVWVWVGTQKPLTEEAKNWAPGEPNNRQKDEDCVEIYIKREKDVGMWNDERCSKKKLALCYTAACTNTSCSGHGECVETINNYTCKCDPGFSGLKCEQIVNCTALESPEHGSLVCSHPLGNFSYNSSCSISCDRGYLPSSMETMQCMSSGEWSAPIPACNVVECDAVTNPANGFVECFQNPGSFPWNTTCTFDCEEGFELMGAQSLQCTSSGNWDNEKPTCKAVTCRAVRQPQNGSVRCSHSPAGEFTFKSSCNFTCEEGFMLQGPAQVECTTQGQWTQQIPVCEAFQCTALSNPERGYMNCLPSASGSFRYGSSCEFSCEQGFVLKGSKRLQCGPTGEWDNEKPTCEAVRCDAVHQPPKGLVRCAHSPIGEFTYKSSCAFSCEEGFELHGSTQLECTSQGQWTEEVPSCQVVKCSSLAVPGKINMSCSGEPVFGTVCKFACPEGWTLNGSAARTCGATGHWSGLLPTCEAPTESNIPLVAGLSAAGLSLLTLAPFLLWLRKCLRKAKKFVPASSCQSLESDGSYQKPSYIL
#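 Test system – human umbilical vein endothelial cells (HUVEC), E-selectin induction · Input – 3,000 HUVEC seeded per well · Buffer or medium – EGM-2, gelatin · Compound dosing – single-point compound dose · Detection – immunofluorescence imaging · Measure – percent E-selectin-positive cells · Controls – TNF-alpha high, DMSO low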
# S100A4 inh HTS – blocks human S100A4 binding to myosin IIA peptide; S100A4/TAMRA-MyoIIA peptide fluorescence polarization; actives 0.14% (n = 360,000); P26447; AID 652163; inhibition, % at 10.7 µM;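 active means mean inhibition of at least 70% across replicates, with every replicate also reaching that level; inconclusive means mean inhibition reaches 70% but some replicates fall short; inactive means mean inhibition below 70%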
# Target sequence (P26447 whole entry, looked up): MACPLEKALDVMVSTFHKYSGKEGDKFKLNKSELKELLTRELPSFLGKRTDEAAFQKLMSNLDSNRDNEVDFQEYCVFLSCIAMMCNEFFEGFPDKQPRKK
#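 Test system: S100A4 monomer protein; Medium: HEPES pH 7.2 with CaCl2, KCl, NaCl, DTT, Triton; Probe or stimulus: TAMRA-labelled myosin IIA heavy-chain peptide probe, 5 nM; Doses: one dose per compound; Times: polarization read 5 min after assay mix addition, stable 5–60 min; Benchmarks: neutral control DMSO, positive control TFP.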
# ERp5 inh – inhibitors of human ERp5. Q15084. inhibition, % at 9.99 µM. AID 651711. actives 0.05% (n = 350,000). ERp5 insulin aggregation, absorbance 650 nm, 90 min;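 active means mean replicate inhibition above about 25%, with every replicate also reaching it, limit read from the data, passing the limit was not always enough; inconclusive means only one of those two criteria met; inactive means neither criterion met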
# SIRT5 block – blocks human SIRT5 desuccinylation of peptide; Purified SirT5, succinyl-peptide AMC, trypsin-coupled fluorescence; inhibition, % at 15 µM; actives 1.1% (n = 330,000); in the data active means inhibition above about 15%; inconclusive means no clear call, values can overlap the other calls
# Target sequence (Q9NXA8 whole entry, looked up): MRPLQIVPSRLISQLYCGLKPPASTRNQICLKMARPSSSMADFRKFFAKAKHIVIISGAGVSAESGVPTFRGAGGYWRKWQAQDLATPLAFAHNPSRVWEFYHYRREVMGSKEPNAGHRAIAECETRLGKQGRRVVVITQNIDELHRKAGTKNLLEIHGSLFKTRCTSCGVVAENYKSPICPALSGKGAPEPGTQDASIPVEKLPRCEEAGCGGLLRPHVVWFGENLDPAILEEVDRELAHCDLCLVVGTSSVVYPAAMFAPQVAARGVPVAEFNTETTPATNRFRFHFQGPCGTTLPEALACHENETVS
# The depositor's hits bear a star; u = inconclusive; x = not tested or not shown; & = joins results of further samples. Only part of the results is shown; the hit share may differ from the screen's.
mol,DENV2 CPE rescue,SIRT5 block,Statin myotox sup,PglD DTNB,ERp5 inh,E-sel inducer,S100A4 inh HTS
Cc1ccccc1N(C(=O)c1ccccn1)C(C(=O)NCc1ccccc1)c1ccncc1 (centres undefined),-6,-1,7,-3,-1,-0.1,-2
CN(c1ccccc1)S(=O)(=O)c1cccc(C(=O)Nc2cccc(C(=O)NC3CC3)c2)c1,1,-2,-24,-3,17,0.1,-6
CCCCOC(=O)c1ccc(Nc2ccc([N+](=O)[O-])cn2)cc1,9,-1,x,x,2,-0.5,-3
CCOC(=O)c1cc2nc(-c3ccccc3)cc(C)n2n1,-3,-4,-2,1,-3,x,-5
CCCC#Cc1ccc([C@H]2[C@H]3CN(Cc4ccncc4)CCCCN3[C@H]2CO)cc1,-1,-1,-23,4,1,-0.3,-9
Cn1nc(C(C)(C)C)cc1C(=O)N1CCCCC1c1cc(C(=O)NCc2ccccc2)no1 (centres undefined),7,x,19,2,4,-0.1,-1
CNC[C@H]1Oc2c(NS(C)(=O)=O)cccc2C(=O)N([C@@H](C)CO)C[C@H]1C,-5,7,14,5,-1,-14,-1
O=C(CNc1ccc(F)cc1)N/N=C1\CCc2ccccc21,9,-2,1,1,-5,x,0
C/C=C/c1ccc2c(c1)O[C@H](CN(C)C(=O)c1ccc(F)cc1)[C@@H](C)CN([C@H](C)CO)S2(=O)=O,4,2,-3,4,-8,-0.1,0
CCOc1cc(N2CCOCC2)c(OCC)cc1NC(=O)COc1cccc(CC)c1,1,-2,-7,-5,2,x,2
O=C(Cc1c[nH]c2ccccc12)Nc1ccc(Nc2cccnc2)c(Br)c1,-10,x,x,x,2,0.7,-2
CCCSc1nnc(CNS(=O)(=O)c2ccc(C)cc2)n1C,-9,5,-21,-1,-8,-0.1,7
Cc1c(NC(=O)COc2ccc(C(C)C)cc2)c(=O)n(-c2ccccc2)n1C,-4,-5,x,5,0,x,-3
CC1(C(=O)Nc2ccc3c(c2)OCO3)CCN1C(=O)Cc1cccc2ccccc12 (centres undefined),4,-2,14,0,-1,-0.1,-1
CCOc1ncccc1C(=O)Nc1ccc2c(c1)OCCO2,-5,6,0,6,6,2.2,-12
CC(=O)N(C)C[C@H]1Oc2ncc(C#CC(C)(C)O)cc2C(=O)N([C@@H](C)CO)C[C@@H]1C,30*,0,-2,1,-2,-0.2,-3
Cc1noc(C)c1S(=O)(=O)N(C)C[C@@H]1Oc2ccc(N(C)C)cc2CC(=O)N([C@H](C)CO)C[C@H]1C,-12,-3,27,2,5,0.0,12
O=C(Nc1nnc(CCS(=O)(=O)c2ccc3ccccc3c2)s1)c1ccc([N+](=O)[O-])cc1,-5,1,x,x,1,-0.1,6
C[C@@H]1CN([C@@H](C)CO)C(=O)c2cccc(N(C)C)c2O[C@H]1CN(C)C(=O)Nc1ccc2c(c1)OCO2,-4,-6,18,2,1,0.1,9
C[C@@H]1CN([C@@H](C)CO)S(=O)(=O)c2ccc(Br)cc2O[C@H]1CN(C)C(=O)c1ccncc1,-3&7,4,-2&-9,-1,-2&3,-0.1&-0.2,-3&8
O=C(COC(=O)[C@@H]1CCCN1S(=O)(=O)c1ccccc1F)c1ccccc1,6,-4,0,2,2,4.3,-10
C[C@@H]1CN([C@H](C)CO)C(=O)c2cc(C#CCc3ccccc3)cnc2O[C@@H]1CN(C)C(=O)Cc1cccnc1,6,2,0,-2,0,0.2,-9
CC[C@]1(C(=O)OC)[C@H]2C(=O)N(C)C(=O)[C@H]2[C@H]2CN(C)C(=NC3CCCCC3)N21,2,0,-8,0,-6,5.0,1
Cc1ccc(S(=O)(=O)/N=C2/NC(=O)/C(=C/c3ccccc3)S2)cc1,x,2,x,x,-4,-1.0,-3
CC(C)NC(=O)N(C)C[C@H]1OCCCC[C@@H](C)Oc2ccc(NC(=O)Cc3ccccc3)cc2C(=O)N([C@H](C)CO)C[C@@H]1C,2,2,x,-2,-4,-0.2,-6

# Later entries.
mol,DENV2 CPE rescue,SIRT5 block,Statin myotox sup,PglD DTNB,ERp5 inh,E-sel inducer,S100A4 inh HTS
CC(CC(=O)NCc1ccc(Cl)cc1)c1ccccc1 (centres undefined),1,-2,-3,-4,0,0.3,-2
Cc1ccc(CC(=O)Nc2cccc(C(=O)Nc3c(C)n(C)n(-c4ccccc4)c3=O)c2)cc1C,31*,0,1,-1,-3,x,-5
Cc1ccc(C(=O)NNC(=S)NC(=O)c2ccco2)cc1,x,1,x,x,-2,x,1
CCc1ccc2c(c1)NC(=O)C2(C)Cc1ccc(Cl)cc1 (centres undefined),12,-1,15,-2,3,-0.4,-12
CN(CC(=O)Nc1cccc(F)c1)C(=O)/C=C/c1ccc(S(=O)(=O)N2CCCCCC2)cc1,-8,-16,-2,-6,-3,x,-2
C[C@H]1CN([C@@H](C)CO)C(=O)c2ccccc2-c2ccccc2CO[C@@H]1CN(C)C(=O)NC1CCCCC1,7,-7,-15,-5,5,-0.1,17
CN(C)CCCNC(=O)[C@@H]1[C@@H](CO)[C@@H]2Cn3c(ccc(-c4ccncc4)c3=O)[C@H]1N2C(=O)C1CC1,-3,-58,4,-3,2,-0.5,2
CC(C)NC(=O)N(C)C[C@H]1OCc2cnnn2CCCC(=O)N([C@@H](C)CO)C[C@H]1C,2&-12,0&2,7&1,-6&-1,-5&3,-0.2&0.1,3&-7
COc1ccc(C#Cc2cnc3c(c2)C(=O)N([C@@H](C)CO)C[C@H](C)[C@@H](CN(C)C)O3)cc1,-3,-8,8,1,8,0.0,0
CCN(CC)S(=O)(=O)c1cccc(N=Nc2c(O)c3ccccc3oc2=O)c1,12,-6,17,1,2,-0.1,-12
COc1ccc(-c2csc(NC(=O)CN3C(=O)CCC3=O)n2)c(OC)c1,8,4,x,-7,3,1.1,0
COc1ccc(C(=O)Nc2ccc3[nH]ccc3c2)cc1,12,x,x,x,-1,34*,0
CC(C)C#Cc1ccc2c(c1)O[C@H](CN(C)C(=O)NC(C)C)[C@H](C)CN([C@@H](C)CO)S2(=O)=O,-7,x,-5,-1,x,-5.6,x
COc1ccc(NC(=O)N[C@H]2CC[C@H](CC(=O)NC3CCC3)O[C@@H]2CO)cc1,9,2,3,2,-2,-0.2,6
O=c1cc(-c2ccccc2Cl)c2c([nH]1)CCC2,4,2,12,6,-3,x,-12
O=C(O)CCCC(=O)Nc1ccccc1Oc1ccccc1,-2,-1,x,x,0,x,-5
Cc1ccc(SCCC(=O)N/N=C/c2cccnc2)cc1,4,-2,x,x,-4,x,-1
Cc1ccccc1Oc1ccc2c(c1)[C@@H]1C[C@H](N(C)C(=O)c3ccco3)[C@H]([C@H](C)O)C(=O)N1CC2,-5,-7,13,-7,-5,-0.7,-8
c1ccc2cc(C3CCCCC3)ncc2c1,-11,x,2,2,3,-0.1,-2
CCc1c(O)nc(SCC(=O)Nc2ccc(Cl)cc2)n(-c2ccccc2)c1=O,-5,-1,8,2,4,0.0,-9
CCN(CC)S(=O)(=O)c1ccc(C(=O)NCCSc2c[nH]c3ccccc23)cc1,-1,-2,0,6,7,0.8,-2
O=C(C[C@@H]1CC[C@H]2[C@@H](COC[C@H](O)CN2C(=O)Nc2cc(Cl)cc(Cl)c2)O1)N1CCOCC1,-2,-9,-1,1,3,-0.1,3
Cc1ccc(-n2cc(-c3ccccc3)c3c(NN4CCOCC4)ncnc32)cc1,0,-3,7,3,-8,x,-5
Cc1c(N=C2SC(CC(=O)Nc3ccccc3)C(=O)N2CCN2CCOCC2)c(=O)n(-c2ccccc2)n1C (centres undefined),0,-1,x,x,3,x,3
O=C(Cc1ccc(Cl)cc1)NNC(=O)C(=O)NC1CCCCC1,13,-4,-2,-5,-9,-0.2,2

# Carrying on:
mol,DENV2 CPE rescue,SIRT5 block,Statin myotox sup,PglD DTNB,ERp5 inh,E-sel inducer,S100A4 inh HTS
CO[C@@H](CN(C)C(=O)c1cnccn1)[C@@H](C)CN([C@H](C)CO)S(=O)(=O)c1ccccc1,u,-2,-6,1,17,-0.1,-9
COc1ccc(NC(=O)Nc2ccc3c(c2)C(=O)N([C@H](C)CO)C[C@@H](C)[C@@H](CN(C)S(=O)(=O)c2c(C)noc2C)OCCCC[C@H](C)O3)cc1,-8,6,x,x,3,-0.3,7
CCC(=O)Nc1nc2ccc(NC(=O)COc3ccccc3)cc2s1,4,1,9,1,2,-0.1,0
NC(=O)COC(=O)C12CC3CC(CC(O)(C3)C1)C2,2,-9,0,x,4,-0.8,0
C[C@H]1CN([C@@H](C)CO)C(=O)Cc2cc(NC(=O)CCCCCC(=O)Nc3ccccc3N)ccc2O[C@@H]1CN(C)S(=O)(=O)c1ccccc1,79*,14,-15,0,-6,-0.3,21
CC1(C)C(=O)CC[C@]2(C)C3C(=O)C=C4[C@H]5C[C@@](C)(C(=O)O)CC[C@]5(C)CC[C@]4(C)[C@]3(C)CC[C@@H]12 (some centres undefined),1,-1,-4,-1,1,0.7,-1
CSCCC(NC(=O)c1ccco1)C(=O)N1CCN(c2ccccc2O)CC1 (centres undefined),-2,-1,8,-2,1,-0.1,2
Cc1cccc(S(=O)(=O)N2CC[C@@H]3[C@H](CO)N(C)c4ccc(-c5ccccc5F)cc4[C@@H]32)c1,-8,5,-16,-11,1,1.6,7
COCC(=O)Nc1ccc2c(c1)C(=O)N(C)[C@H]1CC[C@H](CC(=O)Nc3ccccc3OC)O[C@@H]1CO2,u,-1,0,7,-3,x,3
Cc1csc(NC(=O)CN2C(=O)COc3ccc(Cl)cc32)n1,-8,1,8,2,-1,x,2
Cc1ccc(NC2CC(=O)N(CCc3ccccc3)C2=O)cc1 (centres undefined),-2,-6,-1,-2,2,x,-1
Cc1cc(NC2=CC(=O)C(=O)c3ccccc32)no1,7,-3,x,x,-7,0.0,37
Cn1c(CCc2ccccc2)n[nH]c1=S,-5,-1,x,x,-1,x,-4
CC(=O)N1[C@H](CO)[C@H](c2ccccc2)C12CN(C(=O)c1ccc3c(c1)OCO3)C2,1,-2,x,x,-1,-0.3,-23
CCOc1cccc2sc(=NC(=O)c3ccco3)n(CC(=O)OC)c12,-5,-5,-5,x,-1,x,3
CSc1nnc(C)c(=O)n1COC(=O)COc1ccc(Cl)cc1Cl,-7,4,-7,x,-2,1.1,2
C[C@H](CO)N1C[C@H](C)[C@@H](CN(C)S(=O)(=O)c2cccs2)OCCCC[C@H](C)Oc2ccc(NS(=O)(=O)c3ccccc3)cc2C1=O,-6,3,x,5,-3,-0.2,-67
Cc1ccccc1-c1cnc2c(c1)C(=O)N([C@@H](C)CO)C[C@H](C)[C@H](CN(C)CC1CCOCC1)O2,3,-1,-19,-2,5,x,10
Cn1c(CN2CCN(C(=O)c3ccccc3)CC2)nc2cc([N+](=O)[O-])ccc21,-7,-4,x,x,-1,x,9
O=C(Nc1ccccc1)N1CC(=O)N2[C@@H](CO)[C@@H](c3ccc(C#CC4CC4)cc3)[C@@H]2C1,17,-4,x,x,1,0.2,-2
C[C@@H]1CN([C@H](C)CO)C(=O)c2cccc(NC(=O)c3ccc(-c4nccs4)cc3)c2O[C@H]1CN(C)S(=O)(=O)c1ccccc1,-6,0,-39,1,-3,-0.4,-4

# Some of these compounds in order of the SIRT5 block value, lowest first:
SMILES | DENV2 CPE rescue | SIRT5 block | PglD DTNB | ERp5 inh | S100A4 inh HTS
Cc1ccc(NC2CC(=O)N(CCc3ccccc3)C2=O)cc1 (centres undefined) | -2 | -6 | -2 | 2 | -1
CSCCC(NC(=O)c1ccco1)C(=O)N1CCN(c2ccccc2O)CC1 (centres undefined) | -2 | -1 | -2 | 1 | 2
COc1ccc(NC(=O)Nc2ccc3c(c2)C(=O)N([C@H](C)CO)C[C@@H](C)[C@@H](CN(C)S(=O)(=O)c2c(C)noc2C)OCCCC[C@H](C)O3)cc1 | -8 | 6 | x | 3 | 7

# From PubChem BioAssay
